TDP1 cell CPT – qHTS for Inhibitors of human tyrosyl-DNA phosphodiesterase 1 (TDP1): qHTS in cells in presence of CPT; chicken DT40 Tdp1-/-;hTDP1 cells + 20 nM CPT, ATP luminescence, 48 h; Potency, µM (doses to about 46.2 µM), for inactives: top-dose activity change, negative = growth inhibition, usual class: inhibitors; actives 12% (n = 420,000); AID 686979, 2013; also: nearly all actives have a fitted effect of over 55% in size
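Cell growth measured by CellTiter-Glo luminescence after a minimum 48 h, 37 C compound exposure with 20 nM CPT in Tdp1-knockout DT40 cells stably expressing hTDP1, seeded 400/well; qHTS titration format.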
FEN1 inhibitor – qHTS Assay for the Inhibitors of Human Flap endonuclease 1 (FEN1); Recombinant FEN1 flap cleavage, fluorescence, 15 min; Potency, µM (series often up to 114 µM), without a hit: at the top dose activity change, negative = inhibition, actives largely listed as inhibitors; actives 0.35% (n = 390,000); AID 588795, 2011; also: nearly all actives have a fitted effect of over 65% in size
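FEN1 at 10 nM, compound pretreatment for 15 min (room temperature), 50 nM final substrate to initiate; endpoint reads at 0 and 15 min; DMSO-only plates used as vehicle background.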
GCN5L2 inh – qHTS Assay for Inhibitors of GCN5L2; Histone acetyltransferase KAT2A (Homo sapiens), Q92830; GCN5L2 HAT assay, ThioGlo1 CoA-SH fluorescence; Potency, µM (series often up to 58.9 µM), inactives show at the top dose activity change, negative = inhibition, hits mostly inhibitors; actives 0.21% (n = 390,000); AID 504327, 2011
Target sequence (Q92830 whole entry, looked up): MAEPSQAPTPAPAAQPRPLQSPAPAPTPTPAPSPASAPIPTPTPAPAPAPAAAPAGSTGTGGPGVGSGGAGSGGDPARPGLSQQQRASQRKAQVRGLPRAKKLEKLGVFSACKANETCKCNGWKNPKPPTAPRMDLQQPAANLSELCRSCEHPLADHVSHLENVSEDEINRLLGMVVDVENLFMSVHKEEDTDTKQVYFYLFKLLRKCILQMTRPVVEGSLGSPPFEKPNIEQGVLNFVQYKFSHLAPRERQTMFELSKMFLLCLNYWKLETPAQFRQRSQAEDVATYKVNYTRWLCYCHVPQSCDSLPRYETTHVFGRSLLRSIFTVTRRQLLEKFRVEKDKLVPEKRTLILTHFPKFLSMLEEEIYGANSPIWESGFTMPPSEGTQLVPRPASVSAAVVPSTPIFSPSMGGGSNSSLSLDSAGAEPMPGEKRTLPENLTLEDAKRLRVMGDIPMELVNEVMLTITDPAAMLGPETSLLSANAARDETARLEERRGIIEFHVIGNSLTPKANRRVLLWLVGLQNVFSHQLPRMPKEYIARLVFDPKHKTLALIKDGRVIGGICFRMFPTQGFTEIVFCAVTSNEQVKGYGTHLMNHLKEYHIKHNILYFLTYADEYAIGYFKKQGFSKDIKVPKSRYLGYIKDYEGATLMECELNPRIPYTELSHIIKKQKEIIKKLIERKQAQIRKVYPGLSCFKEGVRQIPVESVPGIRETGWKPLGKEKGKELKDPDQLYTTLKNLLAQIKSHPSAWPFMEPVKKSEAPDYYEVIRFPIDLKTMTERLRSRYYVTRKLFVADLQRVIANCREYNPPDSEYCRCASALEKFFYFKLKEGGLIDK
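Preincubate 20nM GCN5L2 with compound 15 min, RT → add 50uM ThioGlo1 + 75uM H3(1-25) + 70uM acetyl-CoA → read fluorescence 0 and 20 min. Primary qHTS; fluorescent artifacts likely.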
* hit, by the source's call; ? = inconclusive; nt = not tested or not shown; & = joins results of further samples; [ ] = dose if it differs, or a comment. Calls follow the shape of the dose curve; as a rule, active = well fitted curve in the direction sought with a large enough effect; inconclusive = small, poorly fitted or top-dose-only effect, or another doubt; inactive = no such curve, though single readings can be large; an effect the other way counts as inactive or inconclusive. % is scaled to controls: 0 for no effect and ±100 for the full control effect; potency is read from the fitted curve at half-maximal effect. Not all compounds are listed; count on the stated rates, not on these rows.

SMILES,FEN1 inhibitor,TDP1 cell CPT,GCN5L2 inh
CCOc1ccc(S(=O)(=O)NCc2ccc3c(c2)OCO3)cc1,11.8%,-18.1%,2.1%
O=c1[nH]c(=O)n(-c2ccccc2)c2c1C(C(F)(F)F)(C(F)(F)F)N=C(CCC1CCCCC1)N2,0.2%,?,-4.8%
COc1cc2ccccc2cc1C(=O)NCc1ccncc1,-0.6%,12.6%,-3.4%
CCCS(=O)(=O)N1CCC(C(=O)NCc2ccc3c(c2)OCO3)CC1,5.7%,4.8%,-1.9%
CC(C)(C)OC(=O)N1CCC(c2cc(=O)n3[nH]cc(C(=O)Nc4ccc(F)c(Cl)c4)c3n2)CC1,15.7%,1.5%,-11.3%
O=C(CCCN1CCN2CCCC2C1)c1ccc(F)cc1 (stereo unspecified),nt,11.5%,1.8%
COC(=O)c1cc2ccsc2n1CC(=O)N(C)C1CCCCC1,6.4%,?,-10.9%
CCCCOc1cccc(C(=O)N(Cc2ccc(Cl)cc2)C2CCS(=O)(=O)C2)c1 (stereo unspecified),-16.0%,14.6µM*,-13.6%
Cc1c(CN(C)C(=O)c2sc3cc(Cl)ccc3c2Cl)cnn1C,7.6%,14.6µM*,?
O=C(Cn1cnc2ccccc2c1=O)Nc1cccc(-c2nnc3n2CCCCC3)c1,-3.3%,-3.6%,-3.4%
O=c1oc2cc(OCCO)ccc2c2c1CCCC2,-3.3%,11.8%,2.6%
COC(=O)CN1C(=O)NC2(CCCc3ccccc32)C1=O (stereo unspecified),-12.7%,1.0%,-12.1%
COc1ccc2c(c1)N(C[C@H](C)CN(C)C)c1ccccc1S2,-5.3%,?,nt
CC(=O)c1c(C)nc(-c2ccc(Cl)cc2)nc1NC(=O)C(C)C,-2.5%,-4.0%,-0.4%
Cc1cccn2c(=O)c(C(=O)NCCc3ccccc3)c(O)nc12,-4.1%,16.4µM*,-3.9%
O=C(Nc1nnc2n1CCS2)c1cc(C(F)(F)F)cc(C(F)(F)F)c1,-2.4%,5.8µM*,4.3%
O=c1[nH]cnc(O)c1C(c1ccc(Br)cc1)c1c(O)nc[nH]c1=O,-13.8%,2.0%,?
Cc1cc(C)c2sc(NC(=O)C3CC3)nc2c1,-2.0%,0.4%,?
CN(n1cnc2ccccc2c1=O)S(C)(=O)=O,-0.5%,0.6%,0.2%
NC(=O)[C@@H]1CCCN1C(=O)c1cc(COc2ccc3c(c2)CCCC3)on1,-2.5%,?,0.9%

Compound profiles, from the list above. Order of screens: FEN1 inhibitor | TDP1 cell CPT | GCN5L2 inh
O=c1[nH]c(=O)n(-c2ccccc2)c2c1C(C(F)(F)F)(C(F)(F)F)N=C(CCC1CCCCC1)N2 is entered as 0.2% | ? | -4.8%
CN(n1cnc2ccccc2c1=O)S(C)(=O)=O is entered as -0.5% | 0.6% | 0.2%

Reformatted: 4 of the compounds above
CCCS(=O)(=O)N1CCC(C(=O)NCc2ccc3c(c2)OCO3)CC1
  FEN1 inhibitor: 5.7%; TDP1 cell CPT: 4.8%; GCN5L2 inh: -1.9%

O=c1oc2cc(OCCO)ccc2c2c1CCCC2
  FEN1 inhibitor: -3.3%; TDP1 cell CPT: 11.8%; GCN5L2 inh: 2.6%

COC(=O)CN1C(=O)NC2(CCCc3ccccc32)C1=O (stereo unspecified)
  FEN1 inhibitor: -12.7%; TDP1 cell CPT: 1.0%; GCN5L2 inh: -12.1%

O=c1[nH]c(=O)n(-c2ccccc2)c2c1C(C(F)(F)F)(C(F)(F)F)N=C(CCC1CCCCC1)N2
  FEN1 inhibitor: 0.2%; TDP1 cell CPT: ?; GCN5L2 inh: -4.8%

Other results follow.
SMILES,FEN1 inhibitor,TDP1 cell CPT,GCN5L2 inh
Cc1cccc(NC2=C(Cl)C(=O)OC2OC(=O)c2ccco2)c1 (stereo unspecified),-1.3%,20.6µM*,-10.8%
COc1ccccc1N(CC(=O)NC1CCCCC1)S(=O)(=O)c1cccs1,-7.9%,?,-9.2%
COc1ccc(C(Nc2ccccn2)c2oc(CO)cc(=O)c2O)cc1 (stereo unspecified),1.7%,5.8%,-5.8%
COc1ccccc1C(=O)Nc1ccc(-c2nnn(CC(=O)N3CCOCC3)n2)cc1,-0.8%,6.2%,-6.8%
COc1ccc(CC(=O)N2CCN(c3ccccc3)CC2)cc1OC,1.9%,-21.7%,-2.3%
c1ccc(CCNC2=NCCCS2)cc1,8.7%,-11.5%,2.8%
COc1ccc(C(=O)N2CCC3(CC2)CN(C(=O)Nc2ccccc2)C3)cc1,nt,5.4%,0.7%
Cc1cc(C)c(C)c(S(=O)(=O)Nc2ccccc2C(=O)NCCCN2CCOCC2)c1C,17.2%,?,-2.5%
O=c1[nH]c2ccc(NCc3ccccc3F)cc2[nH]1,12.5%,2.6%,-2.7%
CCOC(=O)c1ccc(OCCOc2cccc(C)c2)cc1,6.7%,-5.5%,-0.7%
O=C(O)/C=C/c1cn(Cc2ccccc2Cl)nc1-c1ccccc1,-2.5%,?,-12.6%
CC1(NC(=O)COc2ccccc2-c2ccccc2)CCS(=O)(=O)C1 (stereo unspecified),-3.7%,-24.3%,-0.8%
N#Cc1c(N2CCN(C(=O)c3ccccc3Cl)CC2)nc(-c2ccccc2)c2c1CCCC2,-3.1%,-23.5%,26.7%
COC(=O)c1ccc(-n2nnnc2SCC(=O)Nc2ccccc2C(=O)OC)cc1,0.9%,?,1.0%
CC(=O)NCCc1ccc(S(=O)(=O)N(C)C2CCS(=O)(=O)C2)cc1 (stereo unspecified),6.0%,-19.6%,1.3%
CCOC(=O)c1c(NC(=O)CSc2nnc(CNc3ccc(F)cc3)o2)sc(C(C)=O)c1C,-13.3%,-14.1%,-20.2%
Cc1noc(C)c1COC(=O)c1csc2c1CCC(C)C2 (stereo unspecified),5.3%,-29.4%,-4.4%
CCc1ccc(C2CC(=O)N3CN(c4ccccc4)CSC3=C2C#N)cc1 (stereo unspecified),?,?,?
CC(=O)OC1OCCOC1NC(=S)NCc1ccco1 (stereo unspecified),-1.0%,9.1%,-1.7%
Nc1nonc1-n1nnc(C(=O)N/N=C/c2c(Cl)cccc2Cl)c1CSC1=NCCS1,5.9%,-19.3%,38.0%[activator]
O=C1c2ccccc2NC(c2ccc3c(c2)OCO3)N1Cc1ccco1 (stereo unspecified),1.2%,?,nt
COc1ccccc1-c1ccc2ncnc(NCc3cnc(C)cn3)c2c1,nt,?,-14.9%
Cc1cc(C(=O)NCC(C)(C)N2CCOCC2)c(C)o1,11.8%,1.9%,-0.1%
COc1ccc2c(c1)OC(C)(C)C(c1ccccc1)C2c1ccc(OCCN2CCCC2)cc1 (stereo unspecified),nt,21.1µM*,-12.0%
CCOC(=O)c1ccc(NC(=O)CSC2=NC(=O)C(CC)C(=O)N2)cc1 (stereo unspecified),-1.5%,6.5%,-1.1%
CC1(C)CC(=O)C=C(C(=O)N2CCCC(CCC(=O)NCc3ccccc3F)C2)O1 (stereo unspecified),-3.1%,-19.3%,-8.4%
Cc1ccc(S(=O)(=O)NC2=NCCC2)cc1,-6.6%,-1.2%,-1.7%
COc1cc2c(C(=O)N(C)c3ccc(F)cc3)cn(C)c(=O)c2cc1OC,5.2%,-12.1%,1.1%
Cc1ccc(CNC(=O)c2cccnc2)cc1,12.2%,-15.6%,nt
O=C(CN1CCN(C(=O)N2CCOCC2)CC1)Nc1cc(Cl)ccc1Cl,-7.6%,?,-10.1%
O=C(O)Cc1sc(-c2ccc(Cl)cc2)nc1-c1ccccc1,-16.1%,?,-8.9%&-11.3%
N#CCCN(Cc1ccccc1)C(=S)Nc1ccccc1,5.1%,-14.7%,-7.6%
CC(=O)N1CCN(c2cccc(C)c2C)CC1,-4.1%,4.4%,-0.5%
CCCn1c(C)cc(/C=C(\C#N)C(=O)OCC(=O)N(CC)c2c(N)n(Cc3ccccc3)c(=O)[nH]c2=O)c1C,-2.2%,?,nt
O=C(O)C12CC3CC(C1)CC(n1ncc(N4CCN(c5ccccc5)CC4)c(Cl)c1=O)(C3)C2,1.5%,-10.4%,-7.7%
O=C(O)c1nn(-c2cccc(C(F)(F)F)c2)ccc1=O,-8.1%,1.4%,-17.3%
CCCc1nc(SCC(=O)N2CCCC2)c2c(=O)n(C)c(=O)n(C)c2n1,11.3%,-6.8%,-3.2%
O=C(O)CCCN1C(=O)/C(=C\c2ccco2)SC1=S,31.6µM*,3.8%,-8.9%
CC(=O)c1ccc(OC(C)C)c(Cc2c(O)nc(N)[nH]c2=O)c1,-4.0%,-26.6%,0.9%
CCOc1ccc(S(=O)(=O)NCCc2c(C)[nH]c3c(Cl)cccc23)cc1C,-23.1%,23.1µM*,-16.1%
CCn1c(SCC(=O)Nc2ccc(C)cc2)nnc1-c1cnccn1,-4.1%,-3.3%,1.1%
O=C(Nc1nc2ccc(F)cc2s1)c1ccccn1,11.6%,0.651µM*,-9.8%
Cc1ccccc1NC(=O)c1cc(S(=O)(=O)N2CCCCC2)cs1,-9.3%,-12.9%,-7.9%
Cc1ccc(C)c(S(=O)(=O)N2CCN(C(=O)CCC(=O)NCc3ccc(Cl)cc3Cl)CC2)c1,-2.3%,?,nt
O=c1ccnc(SCCc2ccccc2)[nH]1,-1.4%,19.5%,-12.4%
CC1CC[C@@]23CCC4(C)[C@@]5(C)CCC6C(C)(C)C(O)CC[C@@]6(C)C5C=C[C@@]4(OC2=O)C3C1C (stereo partly specified),nt,-1.1%,-10.8%
CCOc1cc(S(=O)(=O)NCc2ccccc2)c(OCC)cc1-n1cnnn1,1.2%,-5.2%,nt
Cc1cc(O)c(/C=N/Nc2ccccc2)c(=O)o1,-1.8%,5.6%,-19.6%
N#CC1=C2SCN(c3ccc(F)cc3)CN2C(=O)CC1c1cccc(F)c1 (stereo unspecified),-26.4%,?,-19.3%
CC(C)C(C(=O)C=[N+]=[N-])N1C(=O)c2ccccc2C1=O (stereo unspecified),-3.3%,-6.7%,-2.2%
CC(NC(=O)c1ccc2c(c1)sc1nc(-c3ccccc3)cn12)C12CC3CC(CC(C3)C1)C2 (stereo unspecified),-1.0%,-17.3%,-4.6%
Cc1ccc(CNC(=O)COc2ccc(S(=O)(=O)N3CCOCC3)cc2)cc1,10.3%,9.1%,-5.2%
O=C(NNC(=O)c1ccccc1O)c1cc2ccccc2o1,12.8%,?,-22.1%
CCc1nn(C(C)C(=O)Nc2cccc(C)c2C)c(=O)c2cc3occc3n12 (stereo unspecified),6.8%,-5.7%,-2.0%
CCSc1nnc(NC(=O)CN(C)S(=O)(=O)c2ccc(F)cc2)s1,-8.7%,3.6%,-0.7%
O=C(CCc1nc2ccccc2c(=O)[nH]1)NCCN1C(=O)S/C(=C\c2ccc(OC(F)F)cc2)C1=O,-9.3%,?,nt
COc1ccccc1OCC(=O)Nc1sc2c(c1C(=O)NCC1CCCO1)CCC2 (stereo unspecified),-0.9%,?,-1.6%
COc1ccc(-c2noc(N3CCCC(C(=O)Nc4ccccc4F)C3)n2)cc1 (stereo unspecified),1.3%,-21.3%,-22.0%
CCOC(=O)c1sc(NC(=O)c2cccs2)cc1C,4.6%,?,-4.1%
COc1ccc(C2NC(C(=O)O)Cc3c2[nH]c2ccccc32)cc1OC (stereo unspecified),1.8%,-16.2%,-2.1%

More structures follow:
SMILES,FEN1 inhibitor,TDP1 cell CPT,GCN5L2 inh
CN1C[C@@H]2C(c3ccccc3)C3(c4ccccc4)CC2(C3)[C@H]1c1ccccc1 (stereo partly specified),-6.8%,25.9µM*,-16.1%
CCc1cc2c(=O)n(-c3ccc(C)cc3)cnc2s1,6.6%,-23.6%,1.9%
COC(=O)c1cnc(N2CCCN(S(=O)(=O)c3ccc(C(F)(F)F)cc3)CC2)nc1C(F)(F)F,-3.1%,?,-3.5%
COc1cccc(N2CCN(C(=O)c3c(C)oc4ncnc(N5CCOCC5)c34)CC2)c1,-1.8%,2.3%,12.2%
CC(C)C[C@H]1CN=C(Nc2ccccc2)N1CC1CCC(C)CC1 (stereo partly specified),-10.8%,?,-0.2%
CCOc1ccc(NC(=O)CN(C)C(=O)c2cc(C)nc3ccccc23)cc1OCC,-11.0%,-19.8%,-2.4%
CCCN1CCC(=NNc2ccc(C(=O)O)cc2)CC1,-3.7%,-2.9%,-3.2%

Screening results: PubChem, National Center for Advancing Translational Sciences (NCATS)
